B2AR arrestin ag: agonists recruiting beta-arrestin to human beta2-adrenergic receptor; P07550; HTLA Tango cells, beta-arrestin recruitment, luciferase luminescence, 18 h; Potency, µM (doses to about 46.1 µM), for inactives: at the top dose activation, usual class: activators; 44,000 tested, under 10 active;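 also: potency is read from the fitted curve at half-maximal effect; 0% = DMSO and full agonism = EC100 isoproterenol or metaproterenol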
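Ligand-induced beta-arrestin recruitment to recombinant beta2-AR is measured via a tTA-driven luciferase reporter in Tango cells after 18 hr compound exposure at 37 degrees C. Concentrations span up to 46 microM.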
p53null 32C tox: p53 null cell cytotoxicity, permissive temperature; Potency, µM (series often up to 46.1 µM), inactives show at the highest dose activity change, negative = cytotoxicity, actives largely listed as cytotoxic; H1299-neo p53 null cells, ATP luminescence, 24 h, 32C; actives 0.62% (n = 55,000);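 also: potency is read from the fitted curve at half-maximal effect; 0% = DMSO only and -100% = full killing by 100 µM tamoxifen; nearly all actives have a fitted effect of over 55% in size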
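Luminescent ATP readout gave cell viability of p53-null H1299-neo cells after a 24 h compound exposure at the permissive 32C. Titrations ran up to 46 uM, and AC50s were fitted with the standard Hill equation.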
GALK inh: inhibits human galactokinase; P51570; recombinant GALK, Kinase-Glo ATP luminescence, 1 h; Potency, µM (series often up to 57.5 µM), without a hit: top-dose activity, negative = inhibition, most hits filed as inhibitors; 44,000 tested, under 10 active; AID 1347072;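 also: plate controls were full GALK reaction for no effect and reaction lacking GALK for full effect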
Target sequence (P51570 whole entry, looked up): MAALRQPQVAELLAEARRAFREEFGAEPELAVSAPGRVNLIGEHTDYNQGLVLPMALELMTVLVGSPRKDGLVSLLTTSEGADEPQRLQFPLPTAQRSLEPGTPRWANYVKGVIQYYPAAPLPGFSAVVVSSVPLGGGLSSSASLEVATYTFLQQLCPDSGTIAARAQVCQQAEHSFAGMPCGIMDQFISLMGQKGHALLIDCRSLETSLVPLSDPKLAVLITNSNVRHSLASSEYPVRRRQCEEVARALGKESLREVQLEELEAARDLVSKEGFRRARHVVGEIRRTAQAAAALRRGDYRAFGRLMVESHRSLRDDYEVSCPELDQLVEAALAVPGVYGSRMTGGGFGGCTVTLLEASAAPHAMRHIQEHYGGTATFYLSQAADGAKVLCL
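Luminescent ATP-depletion readout (Kinase-Glo Plus) after 1 h room-temperature incubation of human GALK (5 nM) with galactose 100 µM and ATP 35 µM, pH 8.0 HEPES/Mg2+ buffer; compounds tested in qHTS format.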
FH mod: Identification of activators of human fumarate hydratase by quantitative high-throughput screening. FH coupled MDH/diaphorase resazurin fluorescence, 15 min. Fumarate hydratase, mitochondrial (Homo sapiens), P07954. actives 0.22% (n = 54,000). Potency, µM (doses to about 79.9 µM), without a hit: at the top dose activity change, negative = inhibition, most hits filed as inhibitors; also: potency is read from the fitted curve at half-maximal effect; % is scaled to controls: 0 for no effect and ±100 for the full control effect; the screen sought activators but most active calls are inhibition curves; nearly all actives have a fitted effect of over 45% in size
Target sequence (P07954 whole entry, looked up): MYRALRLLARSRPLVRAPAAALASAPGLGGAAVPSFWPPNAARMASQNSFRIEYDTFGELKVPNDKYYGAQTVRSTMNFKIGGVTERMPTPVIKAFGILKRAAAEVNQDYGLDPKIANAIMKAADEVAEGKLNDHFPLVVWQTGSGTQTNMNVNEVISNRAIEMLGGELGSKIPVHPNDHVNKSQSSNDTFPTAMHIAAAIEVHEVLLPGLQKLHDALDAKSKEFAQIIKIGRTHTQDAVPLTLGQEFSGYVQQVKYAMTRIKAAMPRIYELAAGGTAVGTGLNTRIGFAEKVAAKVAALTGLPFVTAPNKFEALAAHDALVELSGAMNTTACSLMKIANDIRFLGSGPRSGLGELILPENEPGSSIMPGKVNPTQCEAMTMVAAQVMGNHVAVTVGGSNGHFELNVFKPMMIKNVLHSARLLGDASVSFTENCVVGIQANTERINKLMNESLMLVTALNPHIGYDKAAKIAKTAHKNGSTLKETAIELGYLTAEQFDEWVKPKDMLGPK
p53null 39C kill: selectivity test: cytotoxicity in p53 null cells, nonpermissive temperature; H1299 p53-null (neo) cells, 39C, ATPlite viability, 24 h; actives 0.97% (n = 55,000); Potency, µM (top dose mostly 46.1 µM), without a hit: top-dose activity, negative = cell killing, usual class: cytotoxic; AID 904;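 also: potency is read from the fitted curve at half-maximal effect; 0% = DMSO only and -100% = full killing by 100 µM tamoxifen; nearly all actives have a fitted effect of over 50% in size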
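Temperature-shift cytotoxicity format: compound titrations on p53-null or A138V-expressing H1299 cells held 24 hr at 39C, cell ATP then measured, AC50 from Hill model.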
TSG101-PTAP inh: blocks PTAP binding to human TSG101, validation | Fluorescence polarization, FITC-PTAP peptide/Tsg101, 20 min | AID 1347069 | Q99816 | 44,000 tested, under 10 active | Potency, µM (top dose mostly 115 µM), inactives show top-dose activity change, negative = inhibition, most hits filed as inhibitors; also: potency is read from the fitted curve at half-maximal effect; 0% is about no effect
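Compounds pinned into 10 uM Tsg101 binding domain, then 50 nM FITC-PTAP peptide added in pH 7.5 HEPES buffer; FP read after 20 min, room temperature. Total S+P intensity flags fluorescent compounds; active cut-off <25 µM, efficacy <60%.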
NTMT1 inhibitor: blocks human N-terminal methyltransferase 1 activity. NTMT1 MTase-Glo SAH luminescence, purified enzyme. Potency, µM (highest dose often 114 µM), inactives show at the highest dose activity change, negative = inhibition, most hits filed as inhibitors. actives 2.5% (n = 59,000). AID 1645870;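 also: potency is read from the fitted curve at half-maximal effect; plate controls were DMSO vehicle for no effect and no enzyme for full effect; nearly all actives have a fitted effect of over 65% in size; many of its hits are not listed in these tables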
Numbers without * were called inactive; ? = inconclusive; · = not tested or not shown; [ ] = remark or other dose. Calls follow the shape of the dose curve; as a rule, active = well fitted curve in the direction sought with a large enough effect; inconclusive = small, poorly fitted or top-dose-only effect, or another doubt; inactive = no such curve, though single readings can be large; an effect the other way counts as inactive or inconclusive.

SMILES | p53null 32C tox | NTMT1 inhibitor | TSG101-PTAP inh | GALK inh | B2AR arrestin ag | FH mod | p53null 39C kill
CCc1c(C)c2ccc3c(c2oc1=O)CN(Cc1ccccc1)CO3 | -4% | -7% | 2% | 0% | 0% | 2% | 9%
COc1ccc(C2=C(C)C(N3CCC(C(=O)Nc4cc(C)ccc4C)CC3)=NS2(=O)=O)cc1 | 2% | 9% | -4% | -1% | 0% | 3% | -20%
Cc1ccc(-c2nn3c(C)nnc3c3ccccc23)cc1S(=O)(=O)NCCO | -5% | -4% | -14% | 2% | -1% | -4% | -18%
COc1ccc(CNC(=O)C2CCN(Cc3nc(-c4ccc(OC)c(OC)c4)oc3C)CC2)cc1 | -8% | -3% | -1% | -1% | -1% | -6% | 18%
COc1ccc(NC(=O)CCS(=O)(=O)c2nc(-c3cccs3)cc(C(F)(F)F)n2)cc1OC | 36%[activator] | ? | 0% | 5% | ? | ? | 103%[activator]
CC(=O)c1ccc(N2CCN(C(=O)Nc3cn(CC(C)C)c(=O)c4ccccc34)CC2)cc1 | 7% | 1% | -5% | 0% | -1% | 13% | 5%
CC1CC(=O)N(CC(=O)Nc2ccc(OC(F)(F)F)cc2)c2ccccc2S1 (centres undefined) | 4% | 6% | -2% | 1% | 0% | -9% | 4%
CCOc1cccc(C(=O)Nc2nc3c(s2)CC(C(C)(C)C)CC3)c1 (centres undefined) | -9% | ? | 7% | 0% | -2% | -40% | -13%
Cc1c(C(=O)NCCc2ccc(S(N)(=O)=O)cc2)sc2nc3n(c(=O)c12)CCCC3 | 3% | -2% | 0% | -3% | 0% | -3% | -7%
COc1cc(C(=O)Nc2cc(C)ccc2OCc2cc(=O)n3cc(C)sc3n2)cc(OC)c1OC | 1% | 3% | -7% | -1% | 1% | 12% | -3%
COc1ccc(OC)c(C(=O)c2c(N)c(-c3nc(-c4ccc(C)c(C)c4)cs3)c3ccccn23)c1 | 3% | -7% | -3% | 0% | -4% | 6% | -11%
Cc1c(C(=O)N2CCC(C)CC2)c(S(=O)(=O)Nc2ccc(OC(F)(F)F)cc2)c(C)n1C | 6% | -5% | -5% | -5% | 0% | 12% | ?
CCOC(=O)Cn1cnc2onc(-c3ccc(F)cc3)c2c1=O | -5% | 2% | 0% | 7% | -2% | -12% | -12%
CCOC(=O)c1c(NC(=O)/C=C/c2ccc(OCC)cc2)sc2c1CCCC2 | -1% | 11% | -7% | -12% | 1% | -7% | 6%
COc1ccc(Nc2nc3ccccc3nc2NS(=O)(=O)c2ccc(Cl)cc2)cc1OC | -24% | -9% | 0% | 0% | 0% | -25% | ?
CCN1C(=O)c2ccccc2S(=O)c2ccc(C(=O)NCc3ccc(F)cc3)cc21 (centres undefined) | -2% | -4% | 1% | 9% | -2% | -7% | -11%

Structural class: the compounds so far with a CF3 group.
SMILES | p53null 32C tox | NTMT1 inhibitor | TSG101-PTAP inh | GALK inh | B2AR arrestin ag | FH mod | p53null 39C kill
COc1ccc(NC(=O)CCS(=O)(=O)c2nc(-c3cccs3)cc(C(F)(F)F)n2)cc1OC | 36%[activator] | ? | 0% | 5% | ? | ? | 103%[activator]
CC1CC(=O)N(CC(=O)Nc2ccc(OC(F)(F)F)cc2)c2ccccc2S1 (centres undefined) | 4% | 6% | -2% | 1% | 0% | -9% | 4%
Cc1c(C(=O)N2CCC(C)CC2)c(S(=O)(=O)Nc2ccc(OC(F)(F)F)cc2)c(C)n1C | 6% | -5% | -5% | -5% | 0% | 12% | ?

(cont.)
SMILES | p53null 32C tox | NTMT1 inhibitor | TSG101-PTAP inh | GALK inh | B2AR arrestin ag | FH mod | p53null 39C kill
CC1=C(C(=O)Nc2ccccc2C)C(c2cccnc2)n2nc(SCc3ccccc3)nc2N1 (centres undefined) | 15% | 9% | -1% | -3% | -1% | -2% | -11%
COc1ccc(CCNC(=O)CCCn2c(=O)c3ccccc3n(CC(=O)Nc3ccccc3C)c2=O)cc1OC | 2% | -28% | -2% | 0% | -1% | -7% | -18%
CC(C)Nc1ccc(-c2nc(-c3ccncc3)no2)cc1[N+](=O)[O-] | -3% | 4% | 3% | 1% | -2% | -6% | 21%
Cc1cccc(-c2noc(-c3ccc(NCc4cccnc4)c([N+](=O)[O-])c3)n2)c1 | ? | 10% | -5% | -1% | -2% | -3% | -24%
COc1ccc(CNC(=O)c2ccc(Cn3c(=O)c4cccn4c4cccnc43)cc2)c(OC)c1 | 1% | 4% | -1% | 4% | -1% | 7% | ?
CN1C(C(=O)c2ccccc2)=C(NC(=O)c2ccc(F)cc2)c2ccccc2S1(=O)=O | -7% | 14% | -4% | 2% | 1% | -14% | 7%
COC(=O)c1c(NC(C)=O)c2c3c(sc2n1Cc1cc(C)ccc1C)CCCC3 | -2% | 1% | -1% | 0% | -1% | 0% | -7%
COc1ccc(Cl)cc1S(=O)(=O)Nc1ccc2c(c1)n(C)c(=O)n2C | -13% | -5% | -4% | -8% | -2% | -6% | ?
COc1ccc2ncc3c(-c4ccc(C)c(C)c4)nn(CC(=O)NC4CCCCC4)c3c2c1 | 0% | -2% | 2% | 1% | -1% | -1% | -15%
CCN(C(=O)c1sc2nc3n(c(=O)c2c1C)CCCCC3)c1ccc(OC)cc1 | 0% | ? | -5% | 3% | 0% | 17% | -20%
O=S(=O)(Nc1cccc(-c2ccc(N3CCOCC3)nn2)c1)c1ccccc1C(F)(F)F | ? | · | 2% | 1% | 2% | · | ?
Cc1cc(C)n(-c2nnc(Nc3cc(Cl)ccc3C)c3ccccc23)n1 | 2% | 3% | 2% | 0% | 0% | 2% | 10%
O=C(NCc1ccccc1Cl)C(=O)NCC(c1ccco1)S(=O)(=O)c1cccs1 (centres undefined) | -1% | 4% | 3% | -9% | -3% | -11% | -5%
CCOC(=O)c1ccc(NC(=O)C2CCN(C(=O)N3CC(C)Oc4ccc(C)cc43)CC2)cc1 (centres undefined) | 3% | -2% | 1% | -2% | 2% | -18% | -13%
COc1ccc2nc(NC(=O)c3nc(SCc4cccc(C)c4)ncc3Cl)sc2c1 | 1% | 9% | 1% | 1% | -1% | 7% | -20%
COc1cc(Cl)c(NC(=O)C(NS(=O)(=O)c2cccs2)C(C)C)c(OC)c1 (centres undefined) | -12% | 9% | -8% | 1% | 0% | 3% | -17%
COc1ccc(C(CC(=O)Nc2ccc(F)c(Cl)c2)N2Cc3ccccc3C2=O)cc1OC (centres undefined) | 0% | 89µM* | 2% | 2% | 2% | ? | 9%
COc1cc(-c2ccno2)ccc1S(=O)(=O)N1CCN(c2ccc(F)cc2)CC1 | -6% | -21% | -2% | -1% | 0% | -27% | -9%
CCOc1ccc(C(=O)Nc2ccc(-c3nc4cc(C)ccc4o3)cc2)cc1 | -1% | 6% | 0% | -1% | 0% | 2% | 22%
O=C1CC(=O)Nc2cc(S(=O)(=O)N3CCOc4ccc(Cl)cc43)ccc2N1 | -7% | -6% | -3% | 2% | 1% | -5% | 12%
COc1cc(NC(=O)c2ccc(C)cc2)ccc1NC(=O)c1cc2ccccc2o1 | -4% | -3% | 3% | 0% | 1% | 5% | 19%
COc1ccc(N2CCN(C(=O)CCCCn3c(=O)[nH]c4ccsc4c3=O)CC2)cc1 | 3% | -6% | -2% | -2% | -2% | -5% | -20%
CCn1cc2nc(SCC(=O)Nc3ccccc3F)n(Cc3ccc(C)cc3)c(=O)c2n1 | 7% | -2% | -3% | 0% | 1% | ? | 27%
COc1ccc(C2CC(=O)c3cc(-c4nc(-c5cccc([N+](=O)[O-])c5)cs4)c(=O)n(-c4ccc(F)cc4)c3C2)cc1 (centres undefined) | -2% | 14% | 0% | 2% | 0% | 7% | 9%
CCOc1ccc(C(=O)NCCn2cc(SCC(=O)NCCc3ccc(OC)c(OC)c3)c3ccccc32)cc1 | · | 4% | 1% | 0% | 0% | -9% | ·
Cc1ccccc1-c1ccnc2[nH]n(-c3ccccc3)c(=O)c12 | -4% | 10% | -5% | 2% | 0% | -5% | ?
O=C(Nc1ccc2oc(-c3ccc(Cl)cc3)nc2c1)c1ccc2ccccc2c1 | 6% | -5% | 2% | 2% | 1% | 12% | 15%
CCOC(=O)Cc1ccc(NC(=O)N2CCC(CN3CCCCCC3)CC2)cc1 | -6% | ? | 0% | -6% | 0% | 3% | -3%
O=c1oc2ccc3ccccc3c2cc1-c1nnc(Nc2ccccc2)s1 | 3% | 7% | -3% | 1% | 0% | 4% | 36%[activator]
COc1ccc(CCNC(=O)c2ccc3c(c2)N(Cc2ccc(Cl)cc2)CCS3)c(OC)c1 | ? | -1% | -6% | -1% | -2% | -6% | -6%
Cc1cc2oc(C(=O)Nc3sc4c(c3C(=O)NCc3ccccc3)CCCC4)cc(=O)c2cc1C | -3% | -22% | -4% | 1% | -1% | -5% | -5%
Cc1ccc(CSc2nc3cccnc3n2Cc2ccc(C(=O)NC3CCCCC3)cc2)cc1 | 13µM* | ? | 1% | -2% | -1% | ? | 11µM*
CCN1c2ccccc2-c2nc(SCC(=O)Nc3c(C)cc(C)cc3C)ncc2S1(=O)=O | 20% | 0% | 3% | 1% | 0% | -9% | 4%
O=C(CCC1N=C2c3ccccc3N=C(SCc3ccccc3F)N2C1=O)NC1CCCCC1 (centres undefined) | 2% | 2% | -5% | -2% | -1% | -7% | -16%
Cc1cccc(OC(=O)c2cc(-c3ccc4c(c3)OCCO4)on2)c1C | 16µM* | 2% | 5% | 3% | -4% | -25% | 32µM*
CC(C)(C)C1CCc2c(sc(NC(=O)CCC(=O)O)c2C(=O)Nc2ccccc2C(F)(F)F)C1 (centres undefined) | 31%[activator] | 45µM* | -5% | -1% | -2% | ? | 33%[activator]
Cc1c(C(=O)Nc2ccc(F)cc2)oc2ccc(S(=O)(=O)N3CCCCCC3)cc12 | 6% | -1% | -8% | -1% | 0% | -16% | 24%
COCCN(Cc1ccco1)C(=O)c1cc2c(Cl)nc3ccc(C)cc3c2s1 | -4% | -16% | 4% | 0% | 1% | 6% | -4%
COc1cccc(C(=O)COC(=O)c2cc(-c3cccs3)nc3ccccc23)c1 | -13% | -1% | 0% | 0% | -2% | -16% | -20%
O=C(CSc1nc2ccccc2c2nc(-c3ccccc3)nn12)Nc1ccc(F)cc1 | -11% | -8% | 3% | 1% | 1% | 6% | 9%
COc1ccc(Nc2ncc(C(=O)N3CCN(c4ccc(OC)cc4)CC3)c3ccccc23)cc1 | 11% | ? | -5% | 7% | -2% | ? | 5%
CN(C(=O)CSc1nc2ccc(NC(=O)COc3ccccc3)cc2s1)c1ccccc1 | 1% | -11% | -3% | -6% | -3% | -10% | 12%

These rows are one share of the data (hit frequency here may not be typical).
